Screens from PubChem.
Kir21 inh: inhibitors of mouse Kir2.1 inward-rectifier potassium channel | Inward rectifier potassium channel 2 (Mus musculus), P35561 | HEK293-Kir2.1, FluxOR thallium flux fluorescence; hits give low values | B-score at 10 µM | 310,000 tested, 0.85% active;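 active = fluorescence ratio B-score at or below minus 3 SD of library scores, with starting-brightness B-score within 2 SD, cut at about -4.2 in these data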;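 also: channel flux triggered by added potassium and thallium sulfate stimulus; B-score of peak minus minimum fluorescence over baseline after thallium stimulus; more negative B-score means stronger Kir2.1 block with less thallium influx; some compounds called inactive have numbers as strong as hits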
Target sequence (P35561 whole entry, looked up): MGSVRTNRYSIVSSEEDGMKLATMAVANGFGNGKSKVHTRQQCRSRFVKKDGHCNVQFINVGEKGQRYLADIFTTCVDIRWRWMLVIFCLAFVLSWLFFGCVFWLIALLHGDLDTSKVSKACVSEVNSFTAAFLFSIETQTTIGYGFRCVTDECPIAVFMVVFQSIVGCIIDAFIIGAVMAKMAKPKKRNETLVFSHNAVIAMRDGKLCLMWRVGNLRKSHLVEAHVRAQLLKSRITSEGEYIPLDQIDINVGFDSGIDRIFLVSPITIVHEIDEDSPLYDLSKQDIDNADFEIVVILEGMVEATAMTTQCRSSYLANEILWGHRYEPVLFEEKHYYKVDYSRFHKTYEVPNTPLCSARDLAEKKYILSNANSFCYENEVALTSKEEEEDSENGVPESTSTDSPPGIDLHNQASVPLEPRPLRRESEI
KCNQ2 block: KCNQ2 potassium channel inhibitors, primary screen, cell-based, CHO-K1, FluxOR thallium flux, B-score (AID 2156) | 20 min; hits give low values | B-score at 10 µM | 310,000 tested, 1.1% active;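 active = fluorescence ratio B-score at most minus 3 library SDs, with starting brightness B-score within 2 library SDs, cut at about -5.5 in these data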
CHT block: inhibitors of human choline transporter CHT. High affinity choline transporter 1 (Homo sapiens), Q9GZV3. CHT-expressing cells, membrane potential dye, choline response; hits give low values. B-score at 10 µM. 310,000 tested, 0.86% active. AID 488975, 2010;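 active = B-score over 3 SD under the library average, and starting fluorescence ratio not unusually high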;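 also: choline stimulus applied at its EC90 after an EC20 pre-addition; B-score computed on integrated fluorescence ratio after choline addition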
Target sequence (Q9GZV3 whole entry, looked up): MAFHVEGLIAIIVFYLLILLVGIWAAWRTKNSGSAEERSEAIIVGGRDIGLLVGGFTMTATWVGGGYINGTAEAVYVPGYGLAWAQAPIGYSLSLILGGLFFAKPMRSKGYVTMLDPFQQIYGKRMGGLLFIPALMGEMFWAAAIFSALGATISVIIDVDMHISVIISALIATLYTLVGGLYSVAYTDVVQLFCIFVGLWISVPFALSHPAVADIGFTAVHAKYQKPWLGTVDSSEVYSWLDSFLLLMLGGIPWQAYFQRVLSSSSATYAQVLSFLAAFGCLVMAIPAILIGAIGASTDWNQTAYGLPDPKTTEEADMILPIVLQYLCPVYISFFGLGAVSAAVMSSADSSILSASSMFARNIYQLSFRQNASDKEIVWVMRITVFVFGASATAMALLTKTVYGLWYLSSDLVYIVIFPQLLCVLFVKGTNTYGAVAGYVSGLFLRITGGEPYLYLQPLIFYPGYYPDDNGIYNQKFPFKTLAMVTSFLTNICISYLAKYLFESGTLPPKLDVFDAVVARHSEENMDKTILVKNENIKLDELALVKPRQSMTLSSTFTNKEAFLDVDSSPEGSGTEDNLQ
An asterisk follows results filed as active.

Results for O=S1(=O)N=C(Nc2ccc(N3CCOCC3)c(Cl)c2)c2ccccc21 ?
Kir21 inh: 0.97; KCNQ2 block: inactive; CHT block: inactive

What do the screens show for `CCCCc1ccc(NC(=O)COc2ccc(C(=O)Nc3ccccc3OC)cc2)cc1`?
Kir21 inh: -0.76; KCNQ2 block: inactive; CHT block: inactive

How did Nn1nnc2ccccc21 do in these assays?
Kir21 inh: 0.15; KCNQ2 block: inactive; CHT block: inactive

How did Cc1ccc(C)c(NC(=O)COC(=O)CCc2ccc(S(=O)(=O)N3CCOCC3)cc2)c1 do in these assays?
Kir21 inh: -0.39; KCNQ2 block: inactive; CHT block: inactive

How did COCOc1cc(O)c2c(=O)c(OCOC)c(-c3ccc(OCOC)c(OCOC)c3)oc2c1 do in these assays?
Kir21 inh: -1.99; KCNQ2 block: inactive; CHT block: inactive

How did O=C(OC(C(=O)NCc1ccco1)C(OC(=O)c1ccccc1)C(=O)NCc1ccco1)c1ccccc1 (configuration not stated) do in these assays?
Kir21 inh: -0.69; KCNQ2 block: inactive; CHT block: inactive

Results for Cc1cc(C)nc(N/C(=N\S(=O)(=O)Cc2ccccc2)Nc2ccc(F)c(Cl)c2)n1 ?
Kir21 inh: -0.06; KCNQ2 block: inactive; CHT block: inactive

What do the screens show for `Cc1ccccc1NC(=O)N1CCc2ccccc2C1`?
Kir21 inh: 0.22; KCNQ2 block: inactive; CHT block: -5.57*

Results for N/C(=N\OC(=O)Cc1ccccc1[N+](=O)[O-])c1ccncc1 ?
Kir21 inh: 0.02; KCNQ2 block: inactive; CHT block: inactive

What do the screens show for `COc1ccc(-c2nc(-c3ccncc3)no2)cc1`?
Kir21 inh: -0.24; KCNQ2 block: inactive; CHT block: inactive

Results for COc1ccc(Cl)cc1NC(=O)c1ccco1 ?
Kir21 inh: 0.08; KCNQ2 block: inactive; CHT block: inactive

Results for Nc1c(C(=O)OCC(=O)NCc2ccccc2)[nH]c(=O)[nH]c1=O ?
Kir21 inh: 0.66; KCNQ2 block: inactive; CHT block: inactive

What do the screens show for `O=C(c1ccc(S(=O)(=O)N2CCCCC2)cc1)N1CCN(CCN2C(=O)c3cccc4cccc(c34)C2=O)CC1`?
Kir21 inh: 0.39; KCNQ2 block: inactive; CHT block: inactive

How did O=C(O)/C=C/c1cccc2c1OCCO2 do in these assays?
Kir21 inh: -0.13; KCNQ2 block: inactive; CHT block: inactive

How did O=C(O)c1ccc(COc2ccc(/C=N/NC(=O)c3cccs3)cc2)cc1 do in these assays?
Kir21 inh: -0.1; KCNQ2 block: inactive; CHT block: inactive

How did C#CCNC(=O)C1=C[C@@H](c2ccc(C(F)(F)F)cc2)[C@H](CCCO)[C@@H](OCC)O1 do in these assays?
Kir21 inh: 1.29; KCNQ2 block: inactive; CHT block: inactive

How did COc1cccc(C(=O)N/N=C(/CCC(=O)O)c2ccccc2)c1 do in these assays?
Kir21 inh: -0.01; KCNQ2 block: inactive; CHT block: inactive

How did CC1(c2nnc(-c3cccc(Cl)c3)o2)CC(c2ccccc2Br)=NO1 (configuration not stated) do in these assays?
Kir21 inh: -1.15; KCNQ2 block: inactive; CHT block: inactive

How did Cc1cccc(C)c1OCC(=O)Nc1cc(Cl)ccc1-n1cncn1 do in these assays?
Kir21 inh: 1.14; KCNQ2 block: inactive; CHT block: inactive

How did Cc1cc(-c2nnc(CCC(=O)NC(C)c3ccc(F)cc3)o2)no1 (configuration not stated) do in these assays?
Kir21 inh: -0.01; KCNQ2 block: inactive; CHT block: inactive

Results for Cc1ccc(C(=O)NNC(=S)NCC2CCCO2)cc1[N+](=O)[O-] (configuration not stated) ?
Kir21 inh: 1.15; KCNQ2 block: inactive; CHT block: inactive

Results for CN1C(=O)[C@@H]2C[C@@]3([C@@]45C[C@H]6C(=O)N(C)[C@@H](Cc7ccccc7)C(=O)N6[C@@H]4Nc4ccccc45)c4ccccc4N[C@H]3N2C(=O)[C@@H]1Cc1ccccc1 ?
Kir21 inh: 1.65; KCNQ2 block: inactive; CHT block: inactive

What do the screens show for `CCN(CC)CCNC(=O)Cn1ncc2ccccc2c1=O`?
Kir21 inh: 1.04; KCNQ2 block: inactive; CHT block: inactive

What do the screens show for `CN(C)c1ccc(CN(C(=O)COc2ccc(F)cc2)C2CCS(=O)(=O)C2)cc1` (configuration not stated)?
Kir21 inh: 0.17; KCNQ2 block: inactive; CHT block: inactive

Results for CCc1ccccc1NC(=O)CN(C)S(=O)(=O)c1ccc(-c2ccc(=O)[nH]n2)s1 ?
Kir21 inh: -2.28; KCNQ2 block: inactive; CHT block: inactive

How did CC(NC(=O)c1ccccc1O)c1ccccc1 (configuration not stated) do in these assays?
Kir21 inh: 1.38; KCNQ2 block: inactive; CHT block: inactive

How did O=C(COC(=O)CCc1c[nH]c2ccccc12)NCc1ccc(Cl)cc1 do in these assays?
Kir21 inh: 0.27; KCNQ2 block: inactive; CHT block: inactive

What do the screens show for `O=C(c1cccn2c(=O)c3cc(Cl)ccc3nc12)N1CCOCC1`?
Kir21 inh: 0.01; KCNQ2 block: inactive; CHT block: inactive

How did Cc1ccc(C(=O)N2CCC(C(N)=O)CC2)cc1C do in these assays?
Kir21 inh: 0.21; KCNQ2 block: inactive; CHT block: inactive

Results for O=C(COC(=O)CNC(=O)C1CCCCC1)Nc1ccc(Cl)cn1 ?
Kir21 inh: 0; KCNQ2 block: inactive; CHT block: inactive

What do the screens show for `CCOC(=O)N1CCN(C(=O)C2CCN(C(=O)c3cc(OC)cc(OC)c3)CC2)CC1`?
Kir21 inh: 0.59; KCNQ2 block: inactive; CHT block: inactive

What do the screens show for `CCOC(=O)N1CCC(NC(=O)CCS(=O)(=O)c2ccc3c(c2)CCN3C(C)=O)CC1`?
Kir21 inh: -0.86; KCNQ2 block: inactive; CHT block: inactive

How did Cc1c(C(=O)N(C)C2CCCCC2)sc2ncnc(N3CCN(c4ccccc4)CC3)c12 do in these assays?
Kir21 inh: 0.17; KCNQ2 block: inactive; CHT block: inactive

How did CC1=C(C(=O)N(C)C)C(c2ccc(C)s2)NC(=S)N1 (configuration not stated) do in these assays?
Kir21 inh: 0.1; KCNQ2 block: inactive; CHT block: inactive

Results for CCOC(=O)C(=O)Nc1ccccc1C(=O)NC(C)C ?
Kir21 inh: 0.35; KCNQ2 block: inactive; CHT block: inactive

Results for CCOC(=O)C1CCN(CC(=O)NC(=O)NC2CCCCC2)CC1 ?
Kir21 inh: 0.9; KCNQ2 block: inactive; CHT block: inactive

How did CC1(C)CC(NNCCC#N)=CC(=[N+]2CCCC2)C1 do in these assays?
Kir21 inh: -0.44; KCNQ2 block: inactive; CHT block: inactive

What do the screens show for `Cc1ccc(N(CC(N)=O)C2SC(=O)N(Cc3cccc(C(=O)O)c3)C2=O)cc1` (configuration not stated)?
Kir21 inh: -1.29; KCNQ2 block: inactive; CHT block: inactive

Results for Cc1cccc(N2C(=O)N3[C@H](c4ccc(Br)cc4)[C@@H]4C(=O)N(C(C)(C)C)C(=O)[C@@H]4[C@]3(Cc3ccc(Cl)cc3)C2=O)c1 ?
Kir21 inh: 0.6; KCNQ2 block: inactive; CHT block: inactive

Results for Cn1c(=O)c2c(ncn2CC(=O)OCC(=O)Nc2sccc2C(N)=O)n(C)c1=O ?
Kir21 inh: 1.14; KCNQ2 block: inactive; CHT block: inactive

How did CCOC(=O)C1CCN(c2c(N(C)Cc3ccco3)c(=O)c2=O)CC1 do in these assays?
Kir21 inh: 0.97; KCNQ2 block: inactive; CHT block: inactive

What do the screens show for `CC(=O)N1c2ccc(S(=O)(=O)NCC3CCC(C(=O)N(C)Cc4ccccc4)CC3)cc2CC1C` (configuration not stated)?
Kir21 inh: -0.95; KCNQ2 block: inactive; CHT block: inactive

Results for Cc1cc(C)n2cc(CSc3ccccn3)nc2n1 ?
Kir21 inh: -0.01; KCNQ2 block: inactive; CHT block: inactive

How did COC(=O)c1cc(OC)c(OC)cc1NC(=O)c1ccccc1C do in these assays?
Kir21 inh: 0.9; KCNQ2 block: inactive; CHT block: inactive

How did COC(=O)C1CCN(C(=O)N2CCOCC2)CC1 do in these assays?
Kir21 inh: 0.15; KCNQ2 block: inactive; CHT block: inactive

Results for O=C(CSc1nnnn1C1CCCC1)Nc1ccc2c(c1)OCCO2 ?
Kir21 inh: -1.61; KCNQ2 block: inactive; CHT block: inactive

How did Cc1csc(NC(=O)c2ccc(S(=O)(=O)N(C)c3ccccc3)cc2)n1 do in these assays?
Kir21 inh: 1.62; KCNQ2 block: inactive; CHT block: inactive

How did CS(=O)(=O)N1c2ccccc2[C@@]2(Br)C[C@H]3C(=O)N[C@@H](Cc4ccccc4)C(=O)N3[C@@H]12 do in these assays?
Kir21 inh: -0.8; KCNQ2 block: inactive; CHT block: inactive

How did CCOC(=O)c1cc(-c2csc(-c3ccc(C(F)(F)F)cc3)n2)on1 do in these assays?
Kir21 inh: -1.84; KCNQ2 block: inactive; CHT block: inactive

What do the screens show for `CCN1CCN(C(=S)c2ccc(OC)cc2)CC1`?
Kir21 inh: 0.25; KCNQ2 block: inactive; CHT block: inactive

Reprinted at random: 2 records from the list, in no set order.
How did COC(=O)c1cc(OC)c(OC)cc1NC(=O)c1ccccc1C do in these assays?
Kir21 inh: 0.9; KCNQ2 block: inactive; CHT block: inactive

Results for Cc1cc(C)n2cc(CSc3ccccn3)nc2n1 ?
Kir21 inh: -0.01; KCNQ2 block: inactive; CHT block: inactive

Other results.
Results for COc1ccccc1-c1nc2ccc(Cl)cc2c(=O)n1O ?
Kir21 inh: 0.02; KCNQ2 block: inactive; CHT block: inactive

Results for COc1ccc(-c2cn3c4c(sc3n2)CCCC4)cc1 ?
Kir21 inh: -1.44; KCNQ2 block: inactive; CHT block: inactive

How did C[C@H]1CC[C@H]2C(=O)N3[C@H](c4cccc(N5CCCC5=O)c4)[C@@H](C)CC[C@H]3C(=O)N2[C@@H]1c1cccc(N2CCCC2=O)c1 do in these assays?
Kir21 inh: 0.67; KCNQ2 block: inactive; CHT block: inactive

How did COc1ccc(C(=O)COC(=O)C2CCN(S(=O)(=O)c3cccc4cccnc34)CC2)cc1 do in these assays?
Kir21 inh: -0.01; KCNQ2 block: inactive; CHT block: inactive

How did COC(=O)CSc1nnc(CNC(=O)c2ccc(S(=O)(=O)N(C)C)cc2)n1C do in these assays?
Kir21 inh: -0.05; KCNQ2 block: inactive; CHT block: inactive

Results for COC(=O)c1sc(NC(=O)c2c(-c3ccccc3)noc2C)nc1C ?
Kir21 inh: 0.86; KCNQ2 block: inactive; CHT block: inactive

Results for COc1ccc2c(c1)OC(c1ccccc1)(C(F)(F)F)NC2=O (configuration not stated) ?
Kir21 inh: -0.63; KCNQ2 block: inactive; CHT block: inactive

What do the screens show for `Cc1cc(S(=O)(=O)Nc2ccc(C(=O)NCC(c3ccco3)N3CCCCC3)cc2)ccc1F` (configuration not stated)?
Kir21 inh: -1.1; KCNQ2 block: inactive; CHT block: inactive

What do the screens show for `c1csc(-c2nn3c(Cn4cnc5ccccc54)nnc3s2)c1`?
Kir21 inh: 1.33; KCNQ2 block: inactive; CHT block: inactive

What do the screens show for `S=c1[nH]nc(-c2cc(-c3ccccc3)n[nH]2)n1/N=C/c1c(Cl)cccc1Cl`?
Kir21 inh: -1.27; KCNQ2 block: inactive; CHT block: inactive

4 successive entries from above:
What do the screens show for `COc1ccc(-c2nc(-c3ccncc3)no2)cc1`?
Kir21 inh: -0.24; KCNQ2 block: inactive; CHT block: inactive

Results for COc1ccc(Cl)cc1NC(=O)c1ccco1 ?
Kir21 inh: 0.08; KCNQ2 block: inactive; CHT block: inactive

Results for Nc1c(C(=O)OCC(=O)NCc2ccccc2)[nH]c(=O)[nH]c1=O ?
Kir21 inh: 0.66; KCNQ2 block: inactive; CHT block: inactive

What do the screens show for `O=C(c1ccc(S(=O)(=O)N2CCCCC2)cc1)N1CCN(CCN2C(=O)c3cccc4cccc(c34)C2=O)CC1`?
Kir21 inh: 0.39; KCNQ2 block: inactive; CHT block: inactive

Following part.
Results for CCCCNC(=O)NS(=O)(=O)c1cnccc1Sc1ccc(Cl)cc1 ?
Kir21 inh: -0.1; KCNQ2 block: inactive; CHT block: inactive

How did O=C(NNC(=O)c1cccc(Br)c1)Nc1ccc(Cl)cc1 do in these assays?
Kir21 inh: -1.3; KCNQ2 block: inactive; CHT block: inactive

What do the screens show for `O=C(NCCC(c1ccccc1)c1ccccc1)c1cnc2sccn2c1=O`?
Kir21 inh: 0.72; KCNQ2 block: inactive; CHT block: inactive

What do the screens show for `CN(C)C(=O)c1cn(-c2ccccc2)c(=O)c2ccccc12`?
Kir21 inh: 1.33; KCNQ2 block: inactive; CHT block: inactive

What do the screens show for `Nc1cc(Oc2cccnc2)cc([N+](=O)[O-])c1`?
Kir21 inh: 1.4; KCNQ2 block: inactive

What do the screens show for `Cc1sc2ncn(CC(=O)N3CCN(c4ccccc4F)CC3)c(=O)c2c1S(=O)(=O)N1CCOCC1`?
Kir21 inh: -0.15; KCNQ2 block: inactive; CHT block: inactive

How did CCN(CC(=O)Nc1c(C(=O)OC)[nH]c2ccc(C)cc12)c1ccc2c(c1)OCO2 do in these assays?
Kir21 inh: -1.82; KCNQ2 block: inactive; CHT block: inactive

Results for COc1ccc(C)cc1NC(=O)c1cc2ccccc2o1 ?
Kir21 inh: 1.18; KCNQ2 block: inactive; CHT block: inactive

Results for Cc1cc(OC(=O)c2ccc(C(F)(F)F)cc2)c([N+](=O)[O-])c(=O)[nH]1 ?
Kir21 inh: -0.68; KCNQ2 block: inactive; CHT block: inactive

Results for CC1CCCC(C)N1c1ccc(S(=O)(=O)N2CCOCC2)cc1Cl (configuration not stated) ?
Kir21 inh: 0.46; KCNQ2 block: inactive; CHT block: inactive
